Assay outcomes: PubChem, National Center for Advancing Translational Sciences (NCATS)
4-MU autofl: 4-MU region autofluorescence | max dye-equivalent concentration, M | compound autofluorescence, 340/450 nm, 4-MU equivalents; hits give high values | AID 589 | hit rate 11% among 59,000; in the data active = max dye-equivalent concentration above about 10 nM; inconclusive = mostly about 1.1 nM to 9.6 nM
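Compounds in 100 mM Tris, pH 8.0, sat 15 min at room temperature before fluorescence was read at 340 nm excitation/450 nm emission; a per-plate six-point 4-MU standard curve converted signals to dye-equivalent concentration at each compound concentration.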
Ub-GFP proteasome: inhibits proteasome, raising ubiquitin-GFP reporter fluorescence. Ubiquitin-GFP reporter cells, proteasome inhibition, GFP fluorescence; response scale: untreated = 0%, 10 µM MG-132 = 100%. Potency, µM (titrated, usually from 45.9 µM), for inactives: top-dose activation (GFP accumulation), actives largely listed as activators. 67,000 tested, under 10 active; active = well fitted activation curve with a large enough effect, not every such curve was filed as active; inconclusive = small, poorly fitted or top-dose-only effect, or another doubt; inactive = no such curve, though single readings can be large or run the other way; also: potency is read from the fitted curve at half-maximal effect
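U2OS cells stably expressing ubiquitin(G76V)-GFP, seeded overnight in 0.5% FBS medium, were exposed to compounds (qHTS, 46 uM to 2.9 nM) for 4 hr at 37 °C. GFP-positive cells were counted by laser cytometry (488 ex/515 em), normalized between basal and 10 uM MG-132.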
HADH2 inhib: HADH2 (human) dehydrogenase inhibition; hit rate 3.4% among 73,000; AID 886; Q99714; recombinant HADH2, NADH fluorescence, beta-hydroxybutyryl-CoA; Potency, µM (highest dose often 57.1 µM), for the others: at the highest dose activity change, negative = inhibition, most hits filed as inhibitors; also: potency is read from the fitted curve at half-maximal effect; % is scaled to controls: 0 for no effect and ±100 for the full control effect; nearly all actives have a fitted effect of over 60% in size; many of its hits are not listed in these tables
Target sequence (Q99714 whole entry, looked up, one chain of several): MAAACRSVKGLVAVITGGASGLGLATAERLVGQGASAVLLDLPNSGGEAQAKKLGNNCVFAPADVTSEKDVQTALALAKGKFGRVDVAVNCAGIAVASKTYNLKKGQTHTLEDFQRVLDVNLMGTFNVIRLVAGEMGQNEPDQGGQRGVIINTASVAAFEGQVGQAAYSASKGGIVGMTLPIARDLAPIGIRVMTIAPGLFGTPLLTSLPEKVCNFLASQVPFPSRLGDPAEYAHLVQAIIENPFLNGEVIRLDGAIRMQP
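20 nM HADH2 + cpd, 15 min RT; add 1 mM NAD+/90 uM beta-hydroxybutyryl-CoA; kinetic fluorescence 360/450 nm, 4 min. Tris-HCl pH 9.0, 0.01% Tween-20.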
Rhodamine fluor: compound fluoresces in the rhodamine spectral region; Rhodamine-region fluorescence, 547/598 nm, Tris buffer; hits give high values; max dye-equivalent concentration, M; hit rate 0.05% among 59,000; in the data active = max dye-equivalent concentration above about 11 nM; inconclusive = between about 1.1 nM and that limit
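Read-out is relative fluorescence at 547 nm excitation and 598 nm emission, expressed as dye-equivalent concentration using rhodamine standards on every plate. Each compound was profiled across a concentration series after 15 min in 100 mM Tris, pH 8.0.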
HBB splicing: modulators of hemoglobin beta chain splicing; HBB splicing reporter cell assay, activation; EGFP reporter with mutant IVS2-654 intron; response scale: normalised to 500 nM splice-correcting PNA; Potency, µM (series often up to 46.1 µM), for the others: top-dose activation, usual class: activators; hit rate 0.06% among 65,000; also: potency is read from the fitted curve at half-maximal effect; 0% is about no effect
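Compounds were applied for 2 days to HeLa EGFP-654 cells, 500/well in Optimem with 2% FCS. The reporter's EGFP is disrupted by mis-splicing of beta-globin intron IVS2-654. Readout: summed well GFP fluorescence from 488 nm laser scanning; reference was 500 nM antisense […] 654 PNA.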
Hsp90 Hop PPI: changes Hsp90-Hop TPR2A binding signal, up or down. AlphaScreen TPR2A-His6 binding biotin-Hsp90 C-terminal peptide. Potency, µM (doses to about 57 µM), without a hit: at the highest dose activity change, negative = inhibition. hit rate 0.44% among 71,000; active = well fitted curve in either direction with a large enough effect; inconclusive = small, poorly fitted or top-dose-only effect, or another doubt; also: potency is read from the fitted curve at half-maximal effect; % is scaled to controls: 0 for no effect and ±100 for the full control effect; many of its hits are not listed in these tables
Pol III holo inh: blocks replication by bacterial DNA polymerase III holoenzyme; hit rate 0.25% among 71,000; Potency, µM (titrated, usually from 57.1 µM), inactives show top-dose activity change, negative = inhibition; reconstituted DNA polymerase III holoenzyme replication, biochemical; also: potency is read from the fitted curve at half-maximal effect; % is scaled to controls: 0 for no effect and ±100 for the full control effect
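Reconstituted *E. coli* holoenzyme (0.35 nM Pol III, 1 nM beta, 154 nM SSB, 2 nM primase) was preincubated with compound for 15 min at RT. Synthesis on 1.4 nM ssM13Gori ran 35 min, then was stopped with PicoGreen/EDTA and read as dsDNA fluorescence.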
ALOX15 inhib: 15-hLO (ALOX15) enzyme inhibition. P16050. purified 15hLO-1, xylenol orange hydroperoxide absorbance. Potency, µM (top dose mostly 57.1 µM), without a hit: at the top dose activity change, negative = inhibition, actives largely listed as inhibitors. hit rate 1.4% among 74,000. AID 887; also: potency is read from the fitted curve at half-maximal effect; % is scaled to controls: 0 for no effect and ±100 for the full control effect; nearly all actives have a fitted effect of over 55% in size
Target sequence (P16050 whole entry, looked up): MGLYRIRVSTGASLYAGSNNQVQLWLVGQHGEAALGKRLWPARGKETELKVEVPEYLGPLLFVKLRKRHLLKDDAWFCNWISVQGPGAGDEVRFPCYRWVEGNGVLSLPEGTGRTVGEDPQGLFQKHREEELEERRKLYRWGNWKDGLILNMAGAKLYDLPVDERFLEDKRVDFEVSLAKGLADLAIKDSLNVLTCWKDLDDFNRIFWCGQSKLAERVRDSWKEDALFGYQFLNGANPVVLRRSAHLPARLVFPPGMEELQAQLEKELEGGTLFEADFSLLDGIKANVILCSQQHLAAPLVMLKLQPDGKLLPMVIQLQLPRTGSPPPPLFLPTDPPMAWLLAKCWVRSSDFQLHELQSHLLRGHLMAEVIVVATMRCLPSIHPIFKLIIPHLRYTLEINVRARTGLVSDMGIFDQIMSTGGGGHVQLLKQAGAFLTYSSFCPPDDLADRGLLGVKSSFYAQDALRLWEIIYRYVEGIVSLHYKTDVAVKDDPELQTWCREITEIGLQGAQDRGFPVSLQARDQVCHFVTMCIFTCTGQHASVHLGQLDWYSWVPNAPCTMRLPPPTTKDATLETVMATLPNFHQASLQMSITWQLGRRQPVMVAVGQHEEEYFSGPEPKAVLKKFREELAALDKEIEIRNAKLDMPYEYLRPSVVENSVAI
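Inhibition is scored from a chromogenic endpoint. After 15 min enzyme-compound contact, arachidonic acid (50 uM final) reacts 6 min with 40 nM 15hLO-1 at room temperature, then Fe-XO reagent is added for 30 min and absorbance ratio recorded.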
Fluorescein autfl: compound fluoresces in the fluorescein spectral region; Compound autofluorescence, 480/540 nm, fluorescein-equivalent; hits give high values; max fluorescein-equivalent concentration, M; hit rate 0.91% among 59,000; AID 593; in the data active = max fluorescein-equivalent concentration above about 10 nM; inconclusive = between about 1.1 nM and that limit
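Values reflect compound autofluorescence, normalized to fluorescein on the same plate and reported at each tested concentration. Conditions: 100 mM Tris pH 8.0, room temperature, 15 min, excitation 480 nm, emission 540 nm.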
GFP derepression: epigenetic GFP locus derepression in mouse cells; mouse C127i GFP locus derepression, cytometry, 30 h; Potency, µM (titrated, usually from 46.1 µM), for the others: top-dose GFP derepression (activation); hit rate 0.09% among 68,000; AID 597; also: % of control where 0% means no effect
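Locus derepression in mouse mammary C127i cells whose integrated CMV-GFP reporter is normally silent; GFP expression after 30 h compound treatment was quantified by counting fluorescent cells.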
TexasRed autofl: Texas Red region autofluorescence; max dye-equivalent concentration, M; AID 587; Compound fluorescence, Texas Red channel, 547/618 nm; hits give high values; hit rate 0.06% among 59,000; in the data active = max dye-equivalent concentration above about 10 nM; inconclusive = between about 1.1 nM and that limit
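Pin-transferred compounds and Texas Red standards go into 100 mM Tris buffer, pH 8.0. After 15 min at room temperature, plates are imaged with 547/618 nm filters. Each value is a dye-equivalent concentration derived from the per-plate dye curve.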
The depositor's hits bear a star; i = inactive; ? = inconclusive; / = no result given; [ ] = remark or other dose. Unless noted, calls follow the shape of the dose curve; as a rule, active = well fitted curve in the direction sought with a large enough effect; inconclusive = small, poorly fitted or top-dose-only effect, or another doubt; inactive = no such curve, though single readings can be large; an effect the other way counts as inactive or inconclusive. These rows are one share of the data. The share of hits here may be higher or lower than overall.

SMILES,Rhodamine fluor,GFP derepression,Pol III holo inh,Fluorescein autfl,ALOX15 inhib,Ub-GFP proteasome,TexasRed autofl,4-MU autofl,HADH2 inhib,HBB splicing,Hsp90 Hop PPI
Cc1ccc(Cn2nnc3c(=O)[nH]c(C(=O)NCc4ccco4)nc32)cc1,i,0.0%,-8.8%,i,13.7%,0.7%,i,i,3.1%,0.0%[57.5 µM],-4.0%
O=C(Nc1ccc2c(c1)OCCO2)C1CCCN(c2ncccn2)C1 (stereo unspecified),i,1.3%,8.1%,i,3.1%,0.8%,i,i,2.8%,-1.3%,-4.0%
COC(=O)CCSCC(=O)Nc1nnc(C)s1,/,/,-0.7%,/,0.7%,6.5%,/,/,?,-0.6%,-0.3%
CC(C)(C)c1cc(C(=O)NCc2ccco2)ccn1,i,3.2%,-6.4%,i,3.2%,0.3%,i,i,-9.2%,-2.3%,-1.7%
Cc1ncc(CO)c(CO)c1O,i,0.0%[20.6 µM],1.3%[25.6 µM],?,1.1%[25.6 µM],-1.7%[20.5 µM],i,1.17e-08M*,-23.5%[25.6 µM],2.9%[20.6 µM],-4.6%[26 µM]
COc1cc(NC(=O)Nc2ccccc2OC)c(OC)cc1NC(=O)CN1CCCCC1,i,1.7%,-2.2%,i,-1.5%,-2.2%,i,i,4.6%,/,?
COC(=O)C1(S(=O)(=O)c2cccc3nsnc23)CC1,i,1.2%,-4.7%,i,1.0%,-7.2%,i,i,-7.9%,1.6%,-4.6%
O=C(CN1C(=O)COc2ccccc21)NCc1ccc(C(=O)O)cc1,i,0.3%,-2.9%,i,3.6%,-16.5%,i,i,0.6%,-0.1%,-0.9%
CCCn1c(C)nc2c(N(CCN(C)C)Cc3ccccc3)nc(C)nc21,/,/,-4.1%,/,15.8µM*,3.2%,/,/,2.8%,1.6%,-0.8%
CCOC(=O)c1sc(C)c2c(=O)n(CC)nnc12,i,0.0%,-1.8%,?,-0.5%,0.8%,?,1.8e-08M*,12.8%,5.1%[57.5 µM],-1.2%
Cc1ccc(CNC(=O)CSc2ncccn2)cc1,i,-1.6%,-1.3%,?,-3.3%,-1.1%,i,i,0.9%,9.3%,-0.8%
O=C(c1ccco1)N1CCCC(c2nc(-c3ccc(S(=O)(=O)NCc4ccccc4)cc3)no2)C1 (stereo unspecified),i,-1.2%,-0.5%,i,-0.8%,1.7%,i,i,6.1%,2.1%,-7.0%
CC12CCC(C(=O)N3CCN(Cc4ccccc4)CC3)(OC1=O)C2(C)C (stereo unspecified),i,0.0%,-2.5%,i,0.2%,14.6%,i,i,10.9%,3.0%,-2.6%
CC(=O)c1cccc(NC(=O)C2C3C=CC(C4CC34)C2C(=O)O)c1 (stereo unspecified),i,-1.7%,-0.7%,i,9.1%,3.0%,i,i,-11.8%,5.6%,-7.5%
COc1cccc(-c2cc(=O)c3cc(O)ccc3o2)c1,i,-2.4%[9.22 µM],-13.8%,i,6.4%[25.6 µM],-9.1%,i,i,3.7%,/,-1.0%
O=C(CCC1CCCC1)N1CCN(C2CCCC2)CC1,i,-2.3%,1.1%,i,10.5%,1.1%,i,i,-1.0%,0.3%[57.5 µM],1.0%
CCOC(=O)c1cccnc1SC(CC)C(=O)N1CCOCC1 (stereo unspecified),i,4.3%,-6.1%,i,-2.5%,-3.4%,i,i,2.6%,-3.3%[57.5 µM],-2.9%
COc1ccc(N(CC(=O)NCc2ccco2)S(=O)(=O)c2ccc(OC)c(OC)c2)cc1,/,-1.6%,-1.7%,/,0.2%,26.4%,/,/,8.7%,-0.7%[9.22 µM],-3.7%
C[C@H](NC(=O)OC(C)(C)C)c1nnc(SCC(=O)c2ccc(Cl)cc2)o1,i,-2.1%,-6.2%,i,5.6%,/,?,i,4.7%,2.0%[0.369 µM],-0.7%
CC(=O)Oc1c2occc2cc2ccc(=O)oc12,/,0.0%,-4.4%,/,-1.1%,15.6%,/,/,?,-5.2%,-4.8%
CN1CCN(c2ncc3nc(-c4ccccc4)c(=O)n(CCc4ccccc4)c3n2)CC1,i,5.4%[9.22 µM],-2.0%,?,?,-3.9%,i,1.39e-08M*,20.1%,-0.6%,?
C=CCNc1nc2c(c(=O)[nH]c(=O)n2C)n1Cc1cccc(C)c1,/,/,3.7%,/,?,-2.3%,/,/,7.7%,0.2%,6.5%
O=[N+]([O-])c1ccc(Nc2nc3ccccc3s2)cc1,i,6.7%[9.22 µM],-6.9%[11.4 µM],?,?,-4.3%[9.17 µM],i,i,-27.6%[11.4 µM],5.4%[9.22 µM],-22.6%[11 µM]
CC(C)NC(=O)C1CCN(C(=O)c2cc3sccc3n2Cc2ccc(F)cc2)CC1,i,0.4%,13.9%,i,-7.3%,-2.4%,i,?,2.6%,-1.5%,0.5%
COC(=O)c1sc(NC(=O)CSc2nnc(C(C)C)n2C)nc1C,i,0.0%,-3.1%,?,-28.8%,0.0%,i,?,11.7%,-0.2%[57.5 µM],-2.2%
O=C(c1c(F)cccc1F)N1CCN(c2ccccc2F)CC1,i,0.0%,2.0%,?,-11.9%,-3.6%,i,i,-1.2%,-2.6%,-10.1%
CCCCCSc1nnc2c(n1)OC(c1cccn1C)N(C(C)=O)c1ccccc1-2 (stereo unspecified),i,-0.1%,-4.5%,i,-8.0%,-11.5%,i,i,-1.7%,3.0%,-6.7%
CCC(=O)O[C@]1(C(=O)CCl)[C@@H](C)C[C@H]2[C@@H]3CCC4=CC(=O)C=C[C@]4(C)[C@@]3(F)[C@@H](O)C[C@@]21C,i,0.0%[20.6 µM],/,?,/,/,i,i,/,/,/
O=C(O)C1CCCN1c1ncnc2ccccc12 (stereo unspecified),i,0.0%,-1.5%,?,9.2%,0.0%,i,i,1.3%,0.0%,2.0%
CCOc1cc(C2CC(=O)N3CN(C4CCCCC4)CSC3=C2C#N)ccc1O (stereo unspecified),/,/,-3.3%,/,?,-6.1%,/,/,3.16µM*,-0.2%,-4.9%[2.3 µM]
Cc1cc(C)nc(/N=C(\N)C2=C(O)CC(C)(C)CC2=O)n1,/,0.0%,-3.6%,/,-0.6%,0.3%,/,/,-1.6%,-0.7%,-3.5%
O=C(Nc1nc2c(s1)CCCC2)Oc1ccccc1,i,-3.2%,-5.1%,i,9.2%,-5.7%,?,i,5.9%,-0.9%,-3.6%
Cn1nnc2cc(C(=O)NC(C)(C)C)ccc21,i,-3.4%,-2.7%,?,15.2%,3.3%,i,i,-4.7%,/,-1.0%
CCOC(=O)N1CCC(NC(=O)C2CCCN(S(=O)(=O)c3cccnc3)C2)CC1 (stereo unspecified),/,/,-3.3%,/,7.8%,-8.6%,/,/,-8.5%,1.4%,-0.5%[2.3 µM]
CC(C)(C)NC(=O)CN(C(=O)CS(=O)CC(=O)Nc1ccc(F)cc1)c1ccc(Cl)cc1 (stereo unspecified),i,-4.1%,-2.7%,?,-15.8%,0.9%,i,i,31.6%[activator],6.8%,1.0%
O=C(O)c1cc2c([nH]c1=O)CCCC2,i,1.3%,-3.3%,?,8.3%,-3.4%,?,1.8e-08M*,?,-2.0%,-2.8%
CCOC(=O)c1[nH]c(C)c(C(=O)NC2CCCCC2)c1C,/,1.9%,0.0%,/,-2.0%,0.4%,/,/,6.3%,0.3%,?
COc1ccc2cc(CN(Cc3cccnc3)Cc3nnnn3Cc3ccccc3)c(=O)[nH]c2c1,i,-1.0%,-12.8%,i,0.0%,-5.7%,?,i,1.0%,-0.9%,-6.1%
N#CC(C(=O)Nc1ccc(Cl)c(Cl)c1)=C1Nc2ccccc2N1,i,7.4%[20.6 µM],/,i,/,/,i,i,/,/,/
Nc1nc(C(=O)N2CCOCC2)nn1C(=O)c1ccc(Cl)cc1,/,/,-10.6%,/,-0.4%,-4.3%,/,/,10.8%,-0.4%,-5.6%[2.3 µM]
CCc1ccc(NC2=NC(C(=O)c3ccccc3)CC(=O)N2)cc1 (stereo unspecified),i,-1.7%,-1.1%,i,4.4%,1.2%,i,i,2.8%,-0.8%,2.3%
COc1cc(N=c2ssnc2Cl)cc(OC)c1OC,i,1.1%,-4.2%,i,3.16µM*,0.0%,i,i,0.631µM*,-2.6%,-23.4%
O=C(CN1C(=O)CSc2ncccc21)NCCN1CCOCC1,/,6.9%,-3.2%,/,-5.2%,0.0%,/,/,-1.0%,-0.2%,1.8%
